Screening data deposited in PubChem BioAssay by several laboratories.
NOD1 inhibition = inhibition of NOD1-driven NF-kB reporter – cell-based, luminescence, uHTS, primary screen (AID 1578) | inhibition, % at 4 µM; hits with a dose series show EC50 in µM | NOD1-driven NF-kB luciferase reporter cells, luminescence; higher % means a stronger effect | 1% of 290,000 active; in the data active means inhibition mostly above about 36%, no sharp cut-off; inactive means mostly below about 34%;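 further: HEK-293T reporter cells stimulated with the NOD1 agonist gamma-tri-DAP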
GPR55 LPI antagonism = GPR55 antagonists blocking LPI-driven arrestin recruitment, primary screen, imaging, U2OS, beta-arrestin-GFP, LPI agonist (AID 2013) | one-dose inhibition, % at 10 µM; IC50 in µM for titrated hits | U2OS GPR55 beta-arrestin-GFP translocation imaging, LPI antagonism; higher % means a stronger effect | 0.13% of 290,000 active;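 active means spots per cell inhibited over 60%, with over 100 cells counted and total cytoplasm intensity under 500,000; inconclusive means wells with under 100 cells, flagged as likely toxic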;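 further: U2OS cells stably carrying GPR55 and arrestin-GFP stimulated by 5 µM LPI near EC80; imaged beta-arrestin-GFP aggregate spots per cell after agonist stimulation; plate controls were LPI-stimulated DMSO wells for no effect and DMSO wells without LPI for full effect; some results filed as inactive read as strong as hits; confirmed hits need IC50 under 10 µM and bright autofluorescent wells are also inconclusive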
UTI89 phage lysis = inhibition of K1F phage lysis, E. coli UTI89, bacterial capsule biogenesis inhibitors, alamar blue (AID 488966); E. coli UTI89 K1F phage lysis, alamar blue, 2 h; higher % means a stronger effect; inhibition, % at 100 µM, or IC50 in µM where a hit was titrated; 0.02% of 340,000 active;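 active means phage lysis inhibition, versus mean bacterial control, above a set limit; inconclusive means no clear call, values can overlap the other calls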;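 further: capsule biogenesis inhibitors block K1F phage lysis so surviving cells raise fluorescence; higher fluorescence means more inhibition of phage lysis; actives were called in the ten point dose series up to 300 µM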
GPR35 antagonists = GPR35 antagonists blocking zaprinast-driven arrestin recruitment, primary screen, imaging, U2OS, beta-arrestin-GFP, zaprinast agonist (AID 2058) | inhibition, % at 10 µM; hits with a dose series show IC50 in µM | 0.052% of 290,000 active | U2OS GPR35 beta-arrestin-GFP translocation imaging, zaprinast antagonism; higher % means a stronger effect;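 active means inhibition of at least 50% with at least 30 cells and total cytoplasm GFP at most 10,000,000; inconclusive means under 30 cells or total GFP of 10,000,000 plus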
KOR beta-arrestin-1 = KOR antagonists, beta-arrestin recruitment, cell-based, luminescence, uHTS (AID 1778); KOR beta-arrestin recruitment, luminescence, antagonist mode; higher % means a stronger effect; inhibition, % at 10 µM, or IC50 in µM where a hit was titrated; 0.091% of 290,000 active; in the data active means inhibition above about 50%; further: strong numbers were not always called active
MgcRacGAP inhibition = MgcRacGAP GTPase-activating activity inhibitors, confirmation, biochemical, ADP Hunter fluorescence. MgcRacGAP-stimulated Rac1 GTP hydrolysis, ADP Hunter fluorescence; higher % means a stronger effect; GST-tagged Rac1 F28L mutant substrate. one-dose inhibition, % at 30 µM; IC50 in µM for titrated hits. 0.6% of 340,000 active. AID 624330;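 active means first-screen hits whose inhibition reached a set limit at any dose in the follow-up dose series; inconclusive means inhibition above the set first-screen limit but never retested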;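 further: fluorescence reports GDP produced by GAP-driven GTP hydrolysis; strong numbers were not always called active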
NTR1 agonist = NTR1-driven beta-arrestin-GFP spot formation – imaging, U2OS cells, high content, primary screen (AID 493036) | P30989 | agonist mode | activation, % at 20 µM | 0.17% of 330,000 active;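 active means activation at or above 40% of the spot to cytoplasm intensity ratio, with at least 20 cells analyzed; inconclusive means wells under 20 cells, flagged as cytotoxic or low count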;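 further: 0% = DMSO without peptide and 100% = 100 nM NTR1 peptide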
Target sequence (P30989 whole entry, looked up): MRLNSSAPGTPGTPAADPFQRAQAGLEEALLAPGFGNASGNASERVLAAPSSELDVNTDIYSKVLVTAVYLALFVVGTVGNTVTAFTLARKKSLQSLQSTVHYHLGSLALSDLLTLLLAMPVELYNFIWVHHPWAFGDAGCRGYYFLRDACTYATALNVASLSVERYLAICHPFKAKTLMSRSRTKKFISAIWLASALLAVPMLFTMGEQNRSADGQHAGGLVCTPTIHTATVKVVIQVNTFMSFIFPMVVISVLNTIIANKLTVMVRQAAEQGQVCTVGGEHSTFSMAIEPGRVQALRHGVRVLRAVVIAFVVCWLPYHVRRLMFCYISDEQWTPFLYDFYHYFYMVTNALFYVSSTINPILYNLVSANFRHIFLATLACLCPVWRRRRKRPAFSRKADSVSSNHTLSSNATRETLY
GPR55 activation = GPR55 agonists via beta-arrestin recruitment, primary screen, imaging, U2OS cells, beta-arrestin-GFP redistribution (AID 1961) | U2OS GPR55 beta-arrestin-GFP redistribution imaging; higher % means a stronger effect | 0.048% of 290,000 active | activation, % at 10 µM; hits with a dose series show EC50 in µM;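 active means activation above 40% with more than 50 cells counted in the well; inconclusive means wells holding fewer than 50 cells, flagged as toxic or sparse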;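 further: U2OS osteosarcoma cells stably expressing GPR55 and beta-arrestin-GFP; plate controls were DMSO negative control for no effect and LPI positive control for full effect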
KOR beta-arrestin-2 = KOR agonists, beta-arrestin recruitment, primary screen, cell-based, luminescence, uHTS (AID 1777). 0.02% of 280,000 active. activation, % at 10 µM; hits with a dose series show EC50 in µM. KOR beta-arrestin recruitment, luminescence; higher % means a stronger effect; in the data active means activation above about 50%, passing the limit was not always enough; further: a part of the inactive calls stands beside numbers as strong as those of hits
NTR1 agonist cell count 20 µM = further read-out of NTR1 agonist, marked with its call; cell count; measured here: cell count, cytotoxicity flag
An asterisk follows results filed as active; ? = inconclusive; . = no result given; [ ] = dose if it differs, or a comment. A portion of the library; the hit share may differ from the screen's.

SMILES	NOD1 inhibition	GPR55 LPI antagonism	UTI89 phage lysis	GPR35 antagonists	KOR beta-arrestin-1	MgcRacGAP inhibition	NTR1 agonist	NTR1 agonist cell count 20 µM	GPR55 activation	KOR beta-arrestin-2
Cc1ccnc(NC(=O)C2CCN(S(=O)(=O)c3cccc(C(F)(F)F)c3)CC2)c1	-48%	16%	-0.6%[50 µM]	5%	11%	3%	-0.3	47	-0.1%	-6.4%
O=C(NC1CCN(C(=S)NCc2ccco2)CC1)c1cccc(F)c1	12%	3%	-0.1%	-10%	16%	10%	-0.4	39	0.6%	-1.3%
COC(=O)C1(Cc2ccc(O)cc2)OC(=O)C(O)=C1c1ccc(O)cc1 (stereo not given)	-2%	4%	6.7%	-4%	10%	16%	0.3	90	0.0%	-4.2%
N#CCCn1cc(/C=N/O)c(-c2cccc([N+](=O)[O-])c2)n1	-43%	1%	0.3%	7%	12%	4%	-0.2	58	-0.4%	-2.4%
COc1ccccc1C1CCN(C(=O)C2CCCCC2)CC1	-11%	-1%	0.1%	19%	-11%	-3%	1.5	92	-0.1%	-1.1%
Cc1cc([N+](=O)[O-])nn1CC(=O)NNC(=S)Nc1ccc(Cl)cc1	2%	18%	6.1%	4%	20%	6%	0.4	68	-0.1%	-1.1%
O=C(O)CCCC(=O)Nc1cccc(-c2nc3ccccc3[nH]2)c1	-1%	10%	-0.2%	7%	11%	6%	4.6	102	-0.2%	3.6%
Cc1ccc(Cn2nc(C)c(NC(=O)C3(C)CC3(Br)Br)c2C)cc1 (stereo not given)	-31%	10%	0.2%	-9%	8%	7%	-0.4	89	0.0%	-2.2%
CCOC(=O)Cn1cc(C(=O)C2CC2)c2ccccc21	-4%	7%	0.1%	15%	-2%	8%	0.6	84	-0.1%	-8.1%
COc1ccc(OC)c(NC(=O)c2cccc(NC(=O)c3ccccc3C(=O)O)c2)c1	5%	8%	0.1%	-3%	27%	11%	0.4	90	-0.1%	-6.2%
CCCNC(=O)Cc1ncn[nH]1	-11%	16%	2.0%	-17%	5%	3%	-0.2	70	0.3%	0.1%
CC(C)C[C@H](NC(=O)C1CC(=O)N(c2ccc3c(c2)OCO3)C1)C(=O)NC1CCCCC1 (stereo not given in full)	-20%	15%	-0.1%	10%	11%	0%	0.3	56	-0.1%	-5.1%
O=S1(=O)CCOC[C@H](CC2CCCCC2)N1Cc1cccc(Cl)c1	-4%	-21%	2.4%	-4%	-10%[20 µM]	9%	14	81	-0.1%	-3.1%
COCCCN=C1NN=C(c2cc(C)n(Cc3ccccc3Cl)c2C)CS1	-47%	-16%	0.5%	19%	-164%	8%	2.8	60	0.2%	1.6%
O=C(N/N=C/c1ccc(OCc2ccccc2)cc1)c1cc[n+](Cc2ccccc2)cc1	-42%	-13%	9.8%	-13%	0%	14%	-1.1	66	-0.2%	4.4%
COc1cc(OC)cc(C(=O)Nc2ccc(S(=O)(=O)Nc3ncccn3)cc2)c1	-17%	-2%	0.5%	-8%	-4%	5%	0.5	35	0.3%	-2.6%
Cc1ccnc(NS(=O)(=O)c2ccc(N3C(=O)C4CCCCC4C3=O)cc2)n1 (stereo not given)	-16%	-10%	0.2%	-1%	-29%	8%	-0.7	52	-0.1%	1.6%
C=CCNC(=O)c1nc2ccccc2s1	-28%	-8%	0.7%	-1%	16%	7%	3.0	93	0.3%	9.0%
CC(=O)c1cccc(NC(=O)CSc2nc(N3CCCCC3)nc(N3CCCCC3)n2)c1	-23%	0%	0.3%	-7%	-47%[20 µM]	1%	1.7	52	-0.1%	32%
O=C(NCCc1ccc(Cl)cc1)c1cccc(N2CCCC2=O)c1	-25%	4%	0.3%	-15%	-23%	11%	-0.5	50	-0.1%	0.5%
Cc1ccc2c(c1)COc1c3ccc(C(=O)N4CCOCC4)cc3nn1-2	-2%	5%	0.4%	-16%	25%	6%	-0.7	43	-0.2%	0.4%
Cc1cc(C)nc(NC(=O)c2ccc(C)o2)n1	-48%	18%	0.1%	0%	4%	7%	1.6	61	0.0%	0.5%
COCCN(C(=O)c1snc(C(N)=O)c1N)C(C(=O)NC1CCCCC1)c1ccc(OC)c(OC)c1 (stereo not given)	-10%	12%	0.2%	-1%	-23%[20 µM]	8%	-0.3	63	1.6%	-5.4%
COc1ccc(N2CCN(C3CC(=O)N(Cc4ccccc4)C3=O)CC2)cc1 (stereo not given)	-23%	9%	0.3%	6%	-1%	13%	0.5	66	-0.3%	0.7%
Cc1nn(Cc2ccc(C(=O)Nc3ccccc3F)cc2)c(C)c1Cl	-26%	8%	0.2%	15%	-25%[20 µM]	5%	0.0	94	0.2%	-0.7%
Cc1ccc(NC(=O)C/C(N)=N/O)cc1Cl	1%	2%	-1.2%	-3%	27%	1%	0.0	49	-0.1%	0.2%
OCCNc1c2ccccc2nc2ccccc12	-55%	8%	1.3%	10%	-34%	0%	0.0	38	-0.2%	-0.2%
O=C(Oc1cccc2ccccc12)c1ccco1	-9%	-3%	0.0%	1%	15%	8%	-0.9	83	0.2%	-1.6%
Fc1ccc(NCc2nnc(SCc3nnc(-c4ccccc4)o3)n2Cc2ccccc2)cc1	8%	-2%	-0.5%	-5%	-9%	9%	-1.9	83	-0.2%	-1.4%
COc1ccc(-c2cc(C(=O)NCCN3CCOCC3)c3cc(C(C)C)ccc3n2)cc1	-2%	15%	0.1%	7%	-15%	6%	5.9	71	0.3%	-7.4%
CCOCC(=O)Nc1ccc(-c2cn3cccnc3n2)cc1	.	11%	2.8%	13%	13%	1%	-0.9	61	-0.1%	-0.9%
CC(OC(=O)CNC(=O)c1ccccc1F)C(=O)Nc1nc(-c2ccccc2)cs1 (stereo not given)	-18%	-7%	5.2%	-3%	12%	0%	-2.1	20	0.1%	-0.2%
CNC(=O)c1cc2c(ccc3ccccc32)o1	-29%	0%	0.0%	8%	-43%[20 µM]	10%	-1.4	92	-0.1%	-2.6%
CN1C(=O)C(C)(C)c2cc(S(=O)(=O)N3CCCCCC3)ccc21	-30%	2%	-0.5%	12%	40%[20 µM]	5%	-0.8	98	-0.2%	-2.3%
COc1cccc(/C=C/C(=O)Nc2ccc(OC)nc2)c1	-18%	-12%	-0.5%	3%	-26%	7%	1.4	65	-0.3%	7.2%
COc1ccc(C(CNC(=O)Nc2ccc(Cl)cc2)N2CCN(C)CC2)cc1 (stereo not given)	-15%	12%	-0.3%	20%	-29%	13%	-0.3	64	-0.3%	3.3%
Cc1ccc(C2(O)CN(c3ccccc3C)C3=[N+]2CCS3)cc1 (stereo not given)	-9%	9%	?	20%	21%	11%	-0.4	60	-0.5%	-3.1%
O=C(/C=C/c1ccccc1Cl)N1CCOCC1	-44%	11%	-1.1%	-6%	-13%[20 µM]	3%	1.0	57	-0.3%	-6.9%
CCC(C)(C)n1nnnc1C(c1cc2cccc(C)c2[nH]c1=O)N1CCN(C(=O)c2ccco2)CC1 (stereo not given)	12%	4%	-0.6%	10%	7%	1%	0.9	68	-1.0%	-9.1%
CC(=O)N1CCCC1(C(=O)O)c1ccccc1 (stereo not given)	-4%	13%	0.1%	-14%	6%	11%	-0.4	80	-0.1%	0.7%
Cc1nnc(SC(C)C(=O)Nc2ccc3c(c2)OCCO3)s1 (stereo not given)	-24%	-10%	0.4%[50 µM]	-1%	-17%	3%	-1.0	46	-0.2%	1.4%
O=C(CSc1ncn[nH]1)NCCc1ccc(Cl)cc1	-17%	2%	-0.2%	-15%	3%	10%	0.9	51	0.5%	0.7%
CCn1cc(C2C(C(=O)Nc3ccc(Br)cn3)=C(C)NC3=C2C(=O)CCC3)c(C)n1 (stereo not given)	-11%	1%	1.7%[50 µM]	15%	-58%	5%	-1.6	63	0.1%	1.8%
O=C(CCN1C(=O)C2CCCCC2C1=O)Nc1ccc(F)c(F)c1F (stereo not given)	12%	-1%	-0.2%	2%	3%	-7%	0.8	53	0.6%	-2.0%
CCOc1ccc(CCNC(=O)CCCn2c(=O)c3cccn3c3cccnc32)cc1OCC	0%	-3%	1.1%	8%	-17%	7%	0.4	67	-0.3%	9.4%
O=C(NNc1ncc(C(F)(F)F)cc1Cl)c1ccc(Cl)c(Cl)c1	2%	4%	1.2%	-9%	16%	7%	0.7	47	0.4%	-3.9%
Cc1ccc2cc(CN(Cc3ccco3)C(=S)NCC3CCCO3)c(=O)[nH]c2c1 (stereo not given)	-18%	-1%	1.0%	10%	-18%	8%	3.0	38	-0.1%	3.8%
COC(=O)c1ccc(C)c(NC(=O)c2ccc(Cl)c([N+](=O)[O-])c2)c1	-25%	-5%	1.2%	-4%	11%	10%	0.4	58	-0.2%	-1.1%
COC(=O)c1ccccc1NC(=O)Nc1ccc(C)cn1	8%	-1%	0.2%	-8%	-39%[20 µM]	3%	-0.3	51	-0.1%	-2.7%
CN(Cc1cccnc1)Cc1cn(C)nc1-c1cccc(Cl)c1	-32%	-3%	-0.5%	13%	-15%	10%	0.4	57	-0.1%	-4.6%
Other results:
SMILES	NOD1 inhibition	GPR55 LPI antagonism	UTI89 phage lysis	GPR35 antagonists	KOR beta-arrestin-1	MgcRacGAP inhibition	NTR1 agonist	NTR1 agonist cell count 20 µM	GPR55 activation	KOR beta-arrestin-2
O=C(Nc1ccc(Cl)cc1)N1CCOC12CCC1(CC2)OCCO1	-27%	1%	0.0%	-4%	13%[20 µM]	7%	1.8	63	-0.1%	-2.7%
O=C(O)c1ccc2c(c1)C(=O)N(NC(=O)c1ccc(O)cc1)C2=O	-37%	3%	0.1%	-11%	-26%	2%	1.6	31	-0.1%	-0.9%
O=C(Cc1ccccc1F)c1ccc(O)cc1O	-40%	8%	.	8%	-10%[20 µM]	.	-0.8	34	-0.1%	.
COc1ccc(/C=N/NC(=O)CN(C2=NS(=O)(=O)c3ccccc32)c2ccccc2)cc1	-8%	5%	2.0%	-8%	22%	6%	2.5	56	-0.3%	4.0%
CCC1CSC(Nc2ccc(C(=O)/C=C/c3cccc(C)c3)cc2)=N1 (stereo not given)	-3%	4%	0.1%	4%	5%	-2%	8.0	86	1.2%	7.9%
COCCCNCCCOc1ccc(C)cc1Br	-9%	-2%	0.0%	8%	.	24%	-1.8	54	-0.2%	-1.0%
O=C(CNC(=O)c1cccnc1)N/N=C/c1ccc(O)cc1O	-10%	-19%	0.0%	-12%	-20%	97µM*	0.9	79	-0.1%	3.8%
